miR-122 sensor: miR-122 Renilla sensor signal increase in Huh7, primary screen, miR-122 inhibitor project, cell-based, single point, plate reader; Huh7 miR-122 Renilla luciferase sensor, 48 h; neutral wells = 0, positive control = 100; activation (reporter increase), % at 12.5 µM; 0.3% of 340,000 active; AID 602342, 2012;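 active means mean replicate activation score at least 90 and every replicate individually at or above 90; inconclusive means only one of the two criteria met; inactive means neither criterion met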;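 further: higher luciferase means less miR-122 activity so hits act as miR-122 inhibitors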
EWS-Fli block: EWS/Fli-driven NR0B1 reporter inhibitors, primary screen, A673 cells, NR0B1 luciferase, luminescence, MLPCN library; viability-normalised; AID 651661, 2012; 0.67% of 350,000 active; inhibition, % at 12.6 µM;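 active means mean inhibition of at least 50% after viability correction, with every replicate also passing that limit; inconclusive means mean reaches 50% but only one of two replicates passes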;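 further: firefly luciferase signal divided by Alamar Blue viability fluorescence both relative to DMSO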
DENV2 CPE: inhibitors of DENV2 cytopathic effect, primary screen, cell-based, plate reader, single concentration; CPE inhibition, % at 9.99 µM; DENV2-infected cells, cytopathic effect rescue; 1.7% of 350,000 active; in the data active means CPE inhibition above about 20%, passing the limit was not always enough; inconclusive means no clear call, values can overlap the other calls; tested in BHK-21 cells;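 further: 0% = median of neutral control wells and 100% = median of positive control wells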
CFTR F508del cor: F508del CFTR correction, initial screen, CFBE line, single point | CFBE cells, YFP halide quenching; stimulated with forskolin plus potentiator P3; % fluorescence drop versus neutral controls | AID 720511, 2013 | activity (quench increase), % at 7.58 µM | 0.36% of 350,000 active;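 active means mean added fluorescence quench of at least 8% versus neutral control, with both replicates also reaching 8%; inconclusive means only one of the mean or replicate conditions met; inactive means mean below 8% and not both replicates reaching 8%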;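 further: cells transiently co-express mutant CFTR-F508del with the halide-sensitive YFP; corrector assay measuring rescue of mutant channel to the surface after 24 h compound exposure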
FN deposition inh: inhibitors of fibronectin matrix deposition, primary screen, AH1F cells, Alexa488-fibronectin fluorescence, plate reader | 0.086% of 350,000 active | AH1F fibroblasts, overnight | AID 743247, 2014 | inhibition, % at 12.6 µM;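 active means mean inhibition across replicates of 30% or more, regardless of how many single replicates reach that level; inconclusive means mean under 30% yet at least half of replicates reach 30%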;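 further: positive control wells lacked labelled fibronectin entirely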
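Assay system: AH1F fibroblasts / Quantity: 10000 cells per well / Medium: DMEM plus 2% serum, read in PBS / Reagent: labelled fibronectin 24 nM / Dosing: single dose, pinned / Times: 1 h cell attachment, overnight exposure to compound and label / Signal: fluorescence, ex 485 nm, em 525 nm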
GSIS activator: GLuc luminescence reporter in INS-1E cells, primary screen for activators of glucose-dependent secretion of insulin; INS-1E GLuc reporter insulin secretion, 2-3 h; 0.61% of 370,000 active; activation, % at 16.6 µM;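 active means lowest replicate activation of at least 40%, so every replicate reaches that level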;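 further: 0% = median of neutral control wells and 100% = median of IBMX positive control wells; some compounds called inactive have numbers as strong as hits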
PAX8 reporter: inhibitors of PAX8-driven TPO luciferase reporter, primary screen, RMG-I cells, single concentration; SteadyGlo, 24 h; inhibition, % at 12.6 µM; 1.2% of 360,000 active; AID 652154, 2013;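 active means mean replicate inhibition at least 60% with every replicate also reaching 60%; inconclusive means only one of the two criteria is met; inactive means mean below 60% and not all replicates reaching 60%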;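 further: luciferase light reporting Pax8 driven TPO promoter activity; plate controls were median of neutral control wells for no effect and mitoxantrone controls for full effect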
Active calls of the source: *; ? = inconclusive; nt = no result given; [ ] = remark or other dose.

cpd | SMILES | EWS-Fli block | miR-122 sensor | FN deposition inh | DENV2 CPE | CFTR F508del cor | PAX8 reporter | GSIS activator
1 | Cc1ccc(S(=O)(=O)Nc2ccc3c(c2)C(=O)N([C@@H](C)CO)C[C@H](C)[C@H](CN(C)C(=O)Nc2cccc4ccccc24)OCCCC[C@@H](C)O3)cc1 | 3 | 57[16.7 µM] | 1 | -3 | -1.8 | 35 | 16
2 | OCC1(CCc2ccccc2)CCN(Cc2cccn2-c2cccnc2)CC1 | 3 | nt | 5 | -2 | -2.8 | 19 | -18
3 | CC(C)NC(=O)N(C)C[C@H]1Oc2cc(C3=CCCC3)ccc2S(=O)(=O)N([C@@H](C)CO)C[C@@H]1C | -8 | 19[16.7 µM] | nt | -9 | -0.6 | nt | -8
4 | CCCN(C)C[C@H]1OCCCC[C@@H](C)Oc2ccc(NS(=O)(=O)c3ccccc3)cc2C(=O)N([C@@H](C)CO)C[C@H]1C | -2 | -1[16.7 µM] | 0 | 14 | -3.0 | 28 | -3
5 | Cc1ccccc1NC(=O)COC(=O)C1CC2CCCC(C1)C2=O (stereo not drawn) | 1 | -8 | 8 | -5 | -1.8 | -15 | 15
6 | O=C(CSc1ccsc1[N+](=O)[O-])NCCc1ccc(Cl)cc1 | nt | 13 | 1 | nt | nt | -11 | nt
7 | O=C(O)c1cc2ccccc2[nH]1 | 2 | 4 | nt | 1 | -0.9 | nt | 15
8 | CCCCCNC(=O)C(c1ccnc2ccccc12)n1c(=O)c(-c2ccccc2)nc2ccccc21 (stereo not drawn) | -14 | nt | 14 | 1 | -1.9 | -4 | -16
9 | O=C(C[C@H]1CC[C@H](NC(=O)C2CCOCC2)[C@@H](CO)O1)NCC1CC1 | nt | nt | nt | 34* | -1.3 | -1 | 14
10 | CCCN(C)C[C@H]1Oc2cc(-c3cncnc3)ccc2S(=O)(=O)N([C@@H](C)CO)C[C@H]1C | 20 | nt | -2 | 1 | -1.3 | nt | 12

Two records picked at random from those above:
cpd | SMILES | EWS-Fli block | miR-122 sensor | FN deposition inh | DENV2 CPE | CFTR F508del cor | PAX8 reporter | GSIS activator
2 | OCC1(CCc2ccccc2)CCN(Cc2cccn2-c2cccnc2)CC1 | 3 | nt | 5 | -2 | -2.8 | 19 | -18
5 | Cc1ccccc1NC(=O)COC(=O)C1CC2CCCC(C1)C2=O (stereo not drawn) | 1 | -8 | 8 | -5 | -1.8 | -15 | 15

Other results.
cpd | SMILES | EWS-Fli block | miR-122 sensor | FN deposition inh | DENV2 CPE | CFTR F508del cor | PAX8 reporter | GSIS activator
11 | COCCn1cc(C(=O)NCc2ccco2)c2c3ccccc3n(C)c2c1=O | 2 | 3 | 2 | 11 | 0.2 | 3 | -10
12 | Cc1ccc(CN(C)S(=O)(=O)c2c(C)noc2/C=C/N(C)C)cc1 | nt | -6 | -4 | 13 | 0.8 | -1 | -5
13 | COc1ccc(-c2oc3c(c2C(=O)OCCCO)C(OCCCCCO)CCC3)cc1 (stereo not drawn) | -3 | nt | nt | -13 | 5.6 | 12 | -2
14 | O=S(=O)(NCc1ccccc1Cl)c1cnc[nH]1 | nt | 0 | 12 | nt | nt | 5 | nt
15 | CCOC(=O)Cn1c(=NC(=O)c2ccc([N+](=O)[O-])s2)sc2ccccc21 | 26 | nt | 15 | 0 | nt | -1 | nt
16 | C[C@H]1CN([C@@H](C)CO)C(=O)c2cccc(NC(=O)c3cnccn3)c2O[C@@H]1CN(C)S(C)(=O)=O | -12 | 4[16.7 µM] | nt | -3 | 0.6 | nt | 11
17 | COCCn1c(SCc2ccc(C(=O)OC)o2)nnc1-c1c[nH]c2ccccc12 | 0 | 0 | 3 | -3 | 3.8 | -9 | nt
18 | Cc1ccc(S(=O)(=O)N(C)C[C@@H]2OCCCC[C@@H](C)Oc3ccc(NS(=O)(=O)c4cccs4)cc3C(=O)N([C@H](C)CO)C[C@@H]2C)cc1 | -7 | -1[16.7 µM] | -3 | -8 | 1.5 | 7 | -22
19 | C[C@@H]1CN([C@@H](C)CO)C(=O)c2cc(NC(=O)Cn3cnnn3)ccc2O[C@H]1CN(C)C | 7 | 0[16.7 µM] | nt | ? | -0.6 | 11 | -4
20 | CCC1CCCCN1CCCNC(=O)C1CCN(c2ncnc3c2nc2n3CCCCC2)CC1 (stereo not drawn) | 2 | nt | 17 | 9 | -0.3 | -4 | 0
21 | COc1ccccc1-c1coc2c(CN3CCOCC3)c(O)ccc2c1=O | -3 | -1 | 8 | -2 | -3.2 | -13 | nt
22 | C[C@@H]1CN([C@@H](C)CO)C(=O)Cc2cc(NC(=O)Nc3ccc(C(F)(F)F)cc3)ccc2O[C@@H]1CN(C)Cc1ccc2c(c1)OCO2 | -2 | 8[16.7 µM] | nt | 1 | -2.1 | 15 | -6
23 | COC(=O)[C@]12CCCCC=C1N(Cc1ccco1)C(=O)[C@H](CC(=O)N1CCSCC1)C2 | 4 | nt | -8 | -5 | 1.2 | 17 | 2
24 | O=C1C(Cl)=C(N2CCCCCC2)C(=O)N1c1ccccc1 | nt | -3 | 0 | nt | nt | -3 | nt
25 | C[C@@H]1CN([C@@H](C)CO)C(=O)c2cccc(NS(=O)(=O)c3ccc(Cl)cc3)c2O[C@@H]1CN(C)Cc1ccc(-c2ccccc2)cc1 | 16 | -9[16.7 µM] | -5 | 1 | 0.1 | 65* | -16
26 | COc1ccc(CN(C)C[C@@H]2Oc3c(NC(=O)c4ccc(-c5nccs5)cc4)cccc3C(=O)N([C@H](C)CO)C[C@@H]2C)cc1 | 4 | 13[16.7 µM] | nt | 3 | 4.6 | -15 | 17
27 | Cc1noc(C)c1C(=O)N1CCC1(C)C(=O)NS(=O)(=O)c1cccc(Cl)c1 (stereo not drawn) | -5 | -2 | 2 | 5 | 3.1 | nt | nt
28 | COc1ccccc1C(=O)N/C(=C/c1ccc(Br)cc1)C(=O)N1CCCC1 | 11 | nt | 32* | 3 | 1.5 | 9 | nt
29 | CCOC(=O)Cc1csc(NC(=O)/C=C/c2ccc(OC)cc2)n1 | 17 | 1 | 0 | 0 | -4.6 | -73 | -15
30 | C/C(=N\NC(=S)Nc1ccccc1C)c1cc2ccccc2o1 | 25 | 2 | -28 | -3 | 0.3 | 20 | 19
31 | COc1ccc(S(=O)(=O)Nc2ccc3c(c2)C(=O)N([C@H](C)CO)C[C@H](C)[C@@H](CN(C)Cc2ccc(Cl)c(Cl)c2)OCCCC[C@H](C)O3)cc1 | 17 | 3[16.7 µM] | nt | -23 | 2.0 | 47 | -23
32 | Nc1ccc(S(=O)(=O)Nc2nccc(/C=C/c3ccc(Cl)cc3)n2)cc1 | -3 | 4 | 3 | 0 | 1.6 | 19 | 8
33 | COc1ccc(NS(=O)(=O)c2cc(NS(=O)(=O)c3cccs3)ccc2C)cc1 | 4 | ? | -4 | -5 | 2.5 | 2 | -17
34 | Cc1ccc(S(=O)(=O)N2C[C@@H](O)COC[C@@H]3O[C@@H](CC(=O)NCc4ccc(Cl)c(Cl)c4)CC[C@H]32)cc1 | 4 | -12[16.7 µM] | -5 | -9 | 3.3 | 34 | -10
35 | Cc1ccc(CNC(=O)Nc2nnc([C@@H]3C[C@H](O)[C@@H](CO)O3)s2)cc1 | 15 | nt | -7 | 6 | 5.9 | 6 | -2
36 | COc1ccc(N2CCN(C(=O)c3ccc(S(=O)(=O)N4CCCCCC4)cc3)CC2)cc1 | -5 | nt | -1 | 1 | -0.1 | -17 | 1
37 | O=C(c1cc2ccccc2oc1=O)N(Cc1cccc(Br)c1)C1CCS(=O)(=O)C1 (stereo not drawn) | -32 | 5 | 2 | 4 | 1.6 | -5 | 5
38 | Nc1ccccc1NC(=O)c1ccccc1 | nt | -10 | -8 | nt | nt | 7 | nt
39 | C[C@H](CO)N1C[C@H](C)[C@H](CN(C)C(=O)Nc2cccc3ccccc23)Oc2ccc(NC(=O)Nc3ccccc3)cc2C1=O | 5 | 9[16.7 µM] | nt | -14 | 1.2 | nt | -11
40 | COc1cccc(C#Cc2ccc([C@H]3[C@@H](C#N)N[C@@H]3CO)cc2)c1 | -23 | nt | 4 | -4 | -3.2 | -182 | 4
41 | CCCNC(=O)C[C@H]1C[C@H]2c3cc(NC(=O)CC4CC4)ccc3O[C@H]2[C@@H](CO)O1 | 8 | -2[16.7 µM] | 5 | -7 | -0.9 | nt | 3
42 | CC(C)CCNC(=O)c1cc2c(=O)[nH]c3ccccc3c2s1 | 4 | 5 | -4 | 0 | 0.3 | -5 | 7
43 | Cc1ccc(S(=O)(=O)N(C)C[C@H]2Oc3ccc(NS(C)(=O)=O)cc3C(=O)N([C@@H](C)CO)C[C@@H]2C)cc1 | -1 | -1[16.7 µM] | -4 | 8 | -2.2 | nt | 28
44 | CN(Cc1cccc(Cl)c1Cl)c1ccc(S(=O)(=O)N2CCCCC2)cc1[N+](=O)[O-] | -4 | 1 | nt | nt | nt | 7 | -19
45 | COC(=O)c1cc2c(c3c4cc(C)ccc4n(S(=O)(=O)c4cccc(C)c4)c13)C(=O)N(C)C2 | 16 | nt | -3 | -7 | 1.4 | 9 | nt
46 | C=CCOc1c(Br)cc(CNc2ccc(NC(=O)C(C)C)c(OC)c2)cc1OCC | 7 | nt | -3 | 5 | -1.9 | 27 | nt
47 | CCc1ccc(NC(=O)CN(c2cccc(C)c2)S(C)(=O)=O)cc1 | 1 | 6 | nt | 3 | 0.5 | nt | -34
48 | Cc1ccc(S(=O)(=O)N2CCC(NC(=O)c3cccnc3)CC2)cc1Cl | 7 | 0 | -2 | -2 | 0.4 | 9 | -31
49 | O=C(COC(=O)c1cc(S(=O)(=O)N2CCCCC2)ccc1N1CCOCC1)NCCc1ccc(F)cc1 | 12 | nt | nt | 2 | 5.7 | 17 | -25
50 | O=C(NCCS(=O)(=O)N1CCN(c2ccccc2F)CC1)c1ccc(F)c(F)c1 | 3 | -3 | 2 | 2 | 0.1 | 4 | 11
51 | Cc1ccc([C@H]2C[C@H](n3cc(COC(=O)c4ccccc4)nn3)[C@@H](O)CN2CC2CCCCC2)cc1 | -1 | 15 | 0 | -4 | 4.5 | 1 | nt
52 | CNC[C@H]1Oc2ccc(N(C)C)cc2C(=O)N([C@@H](C)CO)C[C@H]1C | -9 | -4[16.7 µM] | 3 | -3 | 2.1 | -13 | 8
53 | C=CCN1C(=O)c2ccc(C(=O)N(C)Cc3ccc(C)o3)cc2C1=O | 0 | nt | 1 | 4 | -0.7 | -11 | 13
54 | O=C(NCCc1nnc2ccc(SCC(=O)N3CCOCC3)nn12)c1ccccc1 | 3 | nt | 1 | -3 | 2.1 | 0 | 30
55 | COc1ccc(CNC(=O)C2Cc3c(-c4ccccc4Oc4ccccc4)ccnc3O2)cc1OC (stereo not drawn) | -6 | -5 | 5 | -7 | 1.1 | 14 | nt
56 | O=C(NC1CCCC1)[C@H]1[C@H](CO)[C@H]2Cn3c(ccc(-c4ccccc4)c3=O)[C@@H]1N2CC1CC1 | 12 | nt | nt | 8 | -0.9 | nt | 10
57 | CCC(=O)Nc1ccc(Cl)c(NC(=S)NC(=O)COc2ccccc2)c1 | 8 | nt | -5 | nt | 0.0 | 5 | -5
58 | CCOC(=O)NC(=S)Nc1ccc(C(C)(C)C)cc1Br | -24 | nt | -4 | 11 | -1.0 | -27 | 8
59 | COc1ccc(CN(C)C[C@H]2OCCCC[C@@H](C)Oc3ccc(NC(=O)Nc4ccc(C(F)(F)F)cc4)cc3C(=O)N([C@H](C)CO)C[C@H]2C)cc1 | 56* | -23[16.7 µM] | nt | 3 | 7.7 | 41 | -9
60 | CC(=O)N1[C@H](CO)[C@H](c2ccc(-c3cccnc3)cc2)[C@H]1CNC(=O)C1CC1 | nt | nt | nt | 47* | -2.0 | nt | -2
61 | CCN(CC)c1ccc(/C=N/NC(=O)c2ccoc2C)c(O)c1 | -85 | -50 | 7 | -1 | 2.1 | 23 | -21

Assay outcomes (PubChem)
